# NRP1-CendR mod: alters CendR peptide binding to human NRP-1. hit rate 0.85% among 360,000. inhibition, % at 25 µM. O14786. AID 602438. FAM-RPARPAR peptide binding to NRP-1, fluorescence polarization;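 active = inhibition or corrected inhibition above about 18%, plus a signal ratio from 0.5 to 1.5, limit read from the data, passing the limit was not always enough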; also: strong numbers were not always called active
# NadD block: inhibitors of Staphylococcus aureus NadD. purified NadD enzyme, colorimetric absorbance read-out. inhibition, % at 20 µM. hit rate 0.78% among 360,000; in the data active = inhibition above about 26%; also: some compounds past the cut are filed as inactive
# Rpn11 block: blocks the human proteasome subunit Rpn11. O00487. human 26S proteasome, Ub4-pepOG fluorescence polarization; 20S core pre-blocked with epoxomicin. hit rate 0.59% among 360,000. calls only at 20 µM;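 active = inhibition at 20 µM, scaled to each plate's controls, above about 33%, limit read from the data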
# Target sequence (O00487 whole entry, looked up): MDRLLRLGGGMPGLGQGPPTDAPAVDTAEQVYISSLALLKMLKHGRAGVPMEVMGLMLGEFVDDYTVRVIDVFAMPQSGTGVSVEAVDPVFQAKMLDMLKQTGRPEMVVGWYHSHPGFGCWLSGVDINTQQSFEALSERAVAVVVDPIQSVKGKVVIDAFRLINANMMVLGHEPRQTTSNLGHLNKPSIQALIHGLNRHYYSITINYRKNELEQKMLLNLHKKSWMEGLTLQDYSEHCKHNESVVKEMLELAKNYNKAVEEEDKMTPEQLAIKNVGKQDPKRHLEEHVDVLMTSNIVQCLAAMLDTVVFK
# Scp-1 inhibitor: Scp-1 (human) phosphatase inhibition; Q9GZU7; Recombinant Scp1, phosphopeptide, malachite green phosphate absorbance; inhibition, % at 20 µM; hit rate 0.88% among 340,000; AID 493091;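 active = inhibition above about 50% at 20 µM, limit read from the data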;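 also: plate controls were DMSO wells with enzyme for no effect and wells lacking enzyme for full effect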
# Target sequence (Q9GZU7 76-261 limits assumed): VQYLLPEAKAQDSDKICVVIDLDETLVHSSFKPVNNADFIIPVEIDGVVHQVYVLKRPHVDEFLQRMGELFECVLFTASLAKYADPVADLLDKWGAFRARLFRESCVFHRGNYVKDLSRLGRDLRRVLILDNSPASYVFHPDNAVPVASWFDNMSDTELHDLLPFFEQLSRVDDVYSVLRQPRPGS
#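 Material – SCP-1 phosphatase catalytic domain, residues 76-261 · Buffer or medium – Acidic Tris acetate buffer with magnesium and detergent · Also added – Phospho 17-mer peptide substrate · Compound – single 20 µM dose, 1% DMSO · Times – 45 min room-temperature reaction, 5 min colour, 30 min stabiliser · Technique – Phosphate-binding colour reagent, absorbance read at 630 nm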
# LMPTP inh: blocks human LMPTP phosphatase | P24666 | inhibition, % at 20 µM | recombinant LMPTP-A, OMFP fluorogenic substrate, fluorescence intensity | hit rate 0.22% among 360,000;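 active = compounds that cut the enzyme signal by at least half of the control window in the single-dose screen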;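 also: plate controls were DMSO wells with enzyme plus substrate for no effect and substrate without enzyme for full effect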
# Target sequence (P24666 whole entry, looked up): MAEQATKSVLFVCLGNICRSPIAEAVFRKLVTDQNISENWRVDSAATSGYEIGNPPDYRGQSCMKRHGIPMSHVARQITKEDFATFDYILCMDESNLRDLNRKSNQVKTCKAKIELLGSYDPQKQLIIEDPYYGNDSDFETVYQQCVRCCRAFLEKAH
#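 Assay system: LMPTP-A enzyme. Input: 0.625 nM LMPTP-A final. Probe or stimulus: 400 µM OMFP. Compound dosing: single 20 µM dose. Schedule: 50 min dark incubation at room temperature. Detection: fluorescence intensity of OMFP turnover product. Read-out: percent inhibition versus substrate-only and uninhibited controls. Benchmarks: no-enzyme low control, uninhibited high control.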
# SUMO1 PPI mod: SUMO1-SIM interaction modulation; P63165; SUMO1 binding to a labelled peptide, TR-FRET, 1 h; inhibition, % at 20 µM; hit rate 0.33% among 360,000; in the data active = inhibition above about 37%
# Target sequence (P63165 whole entry, looked up): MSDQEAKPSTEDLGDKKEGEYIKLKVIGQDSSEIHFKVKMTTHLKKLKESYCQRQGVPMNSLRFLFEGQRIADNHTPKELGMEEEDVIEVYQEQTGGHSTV
# SKN-1 inh: inhibitors of C. elegans SKN-1 | C. elegans VP596 Pgst-4::GFP/RFP ratio, acrylamide-induced, 24 h | inhibition, % at 21.8 µM | hit rate 0.49% among 360,000 | AID 624304;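 active = interference check ratio from 0.5 to 1.5 plus GFP to RFP signal ratio inhibition reaching or exceeding a fixed threshold, cut at about 30% in these data, passing the limit was not always enough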; also: some compounds called inactive have numbers as strong as hits
# STEP block: inhibitors of human striatal-enriched phosphatase STEP. inhibition, % at 20 µM. AID 588621. hit rate 0.25% among 360,000. recombinant STEP, OMFP fluorogenic substrate, fluorescence. P54829;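 active = inhibition at 20 µM, scaled per plate between control wells, above about 37%, limit read from the data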;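 also: 0% = DMSO with enzyme and substrate and 100% = substrate only without enzyme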
#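 material = STEP tyrosine phosphatase | reagent = fluorogenic phosphatase substrate OMFP at 25 µM final | doses = single compound dose of 20 µM, 1% DMSO final | schedule = 20 min reaction, room temperature, in the dark | measured by = fluorescence, 480/540 nm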
# DNMT1 inh: blocks human DNA methyltransferase DNMT1; hit rate 0.83% among 360,000; P26358; AID 588458; DNMT1 molecular beacon, Hinp1I cleavage, fluorescence; inhibition (reported as % activation of signal), % at 10 µM; in the data active = inhibition above about 50%
# MT1-MMP act inh: MT1-MMP (human) activation inhibition; P50281; HT1080 RFP-PRO-GFP cells, GFP/RFP ratio fluorescence, overnight; percent of plate control window, DMSO zero; GFP/RFP ratio change, % at 20 µM; hit rate 0.061% among 360,000; AID 651647;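 active = GFP/RFP ratio change of at least 30% with cell ATP level not reduced by more than half and red fluorescence within 50% of control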; also: strong numbers were not always called active
#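 system = RFP-PRO-GFP reporter HT1080 cells | dosing = 20 µM single dose, 1% DMSO | timing = overnight cell settling, then overnight compound exposure, 37 °C, 5% CO2 | read-out basis = GFP/RFP fluorescence ratio | controls = DMSO and RFP-L50D-GFP cell wells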
# * = called active by the depositor; i = inactive; . = no result given. An unsorted share of the library; about 3.9% have a hit in one of these screens.
NRP1-CendR mod	NadD block	Rpn11 block	Scp-1 inhibitor	LMPTP inh	SUMO1 PPI mod	SKN-1 inh	STEP block	DNMT1 inh	MT1-MMP act inh	SMILES
1	1	i	4	-1.8	-4	16	-3	0	0	COCCN(CCOC)C(=O)CN1C(=O)NC(Cc2c[nH]c3ccccc23)C1=O (stereo not drawn)
-90	-10	i	-9	-2.3	-7	-2	-1	9	0	O=C(/C=C/c1ccc(O)c(O)c1)OC1C(O)CC(OC(=O)/C=C/c2ccc(O)c(O)c2)(C(=O)O)CC1O (stereo not drawn)
1	-4	i	-5	0.1	-1	9	-2	0	-3	CCCC(=O)Nc1cc(C)cn(Cc2c(F)cccc2Cl)c1=O
-11	-4	i	-5	-1.4	-6	7	3	-1	4	C=CCSc1n[nH]c(=O)n1-c1cccc(C(F)(F)F)c1
8	2	i	-7	-1.6	3	35*	0	3	0	Cc1cccc(-n2nc3c(c2NC(=O)C2CC2)CS(=O)(=O)C3)c1C
12	2	i	1	0.5	3	6	-2	1	-2	O=c1oc2ccccc2c2[nH]ccc12
12	-1	i	-7	-1.9	2	-5	-2	0	3	CCn1c(N)c(Br)c(=O)[nH]c1=O
3	-5	i	-9	-0.5	-3	4	0	2	-3	O=C(C1CC1)N1N=C(c2ccccc2)CC1(O)C(F)(F)F (stereo not drawn)
90	1	.	-8	5.7	-55	32	-7	2	-73	Cc1cc(/C=C2/C(=O)N(C)C(=S)N2C)ccc1N1CCCC1
-215	-7	i	-11	2.1	-6	37*	2	-2	-11	COc1ccccc1C1CC(c2cccc(NS(C)(=O)=O)c2)=NN1S(=O)(=O)c1ccccc1 (stereo not drawn)
9	-4	i	0	-0.1	-13	6	-2	2	-3	Nc1nc(NCc2ccc(Cl)cc2)nc(NCCO)c1[N+](=O)[O-]
8	-6	i	0	0.2	-3	14	1	-5	4	COC(=O)c1ccc(CSc2nc(N)cc(N)n2)cc1

# Gathered by group, the entries above with a CF3 group
NRP1-CendR mod	NadD block	Rpn11 block	Scp-1 inhibitor	LMPTP inh	SUMO1 PPI mod	SKN-1 inh	STEP block	DNMT1 inh	MT1-MMP act inh	SMILES
-11	-4	i	-5	-1.4	-6	7	3	-1	4	C=CCSc1n[nH]c(=O)n1-c1cccc(C(F)(F)F)c1
3	-5	i	-9	-0.5	-3	4	0	2	-3	O=C(C1CC1)N1N=C(c2ccccc2)CC1(O)C(F)(F)F (stereo not drawn)

# The list continues.
NRP1-CendR mod	NadD block	Rpn11 block	Scp-1 inhibitor	LMPTP inh	SUMO1 PPI mod	SKN-1 inh	STEP block	DNMT1 inh	MT1-MMP act inh	SMILES
1	-1	i	-1	3.4	5	9	1	3	2	CC(=O)c1ccccc1NC(=O)COC(=O)/C=C/c1ccc(OC(F)F)cc1
0	0	i	11	0.4	-1	1	-3	11	-9	Cc1ccc2nc(-c3ccncc3)c(NC3CCCC3)n2c1
-6	-3	i	-23	-0.2	0	-6	-8	3	1	O=C1c2ccccc2NC(c2ccc(Cl)cc2Cl)N1O (stereo not drawn)
1	4	i	-2	-0.5	20	3	4	-7	2	COc1cccc(NC(=O)CSc2nc3c(oc4ccccc43)c(=O)[nH]2)c1
-7	-4	i	-2	0.3	-23	27	-2	2	-1	CC1CCN(c2ccc(C(=O)N3CCOCC3)cc2[N+](=O)[O-])CC1
2	-3	i	-9	0.0	-3	-3	0	-1	1	CC(=O)N1CCSc2ccc(S(=O)(=O)NCCc3ccc(Cl)cc3)cc21
-8	1	i	-11	4.3	-16	10	1	-3	-9	Cc1ccc(S(=O)(=O)NCc2ccc(C(=O)N3CCN(c4ccc([N+](=O)[O-])cc4)CC3)cc2)cc1
-15	-1	i	-1	1.5	3	14	-2	-7	0	COc1ccc(OCc2cc(C(=O)NC(C)Cc3cnccn3)no2)c(Cl)c1 (stereo not drawn)
15	2	i	-6	1.4	5	9	-2	-1	-2	CC(C)n1c(CN(C)c2ccccc2)nc2ccccc21
1	-3	i	-2	-2.6	3	-15	2	0	0	CC(C)C1N=C2c3ccccc3N=C(SCC#N)N2C1=O (stereo not drawn)
-4	8	i	20	-0.7	11	-1	2	8	8	CCCCCCc1c(C)c2ccc(OCC(=O)N3CCC[C@H]3C(=O)O)c(C)c2oc1=O
3	4	i	1	-0.6	0	14	0	-1	-3	CCCN(CC(=O)Nc1ccccc1C)C(=O)CCNC(=O)c1ccccc1Cl

# Three of the entries above in order of their number in LMPTP inh, highest first:
NRP1-CendR mod	NadD block	Rpn11 block	Scp-1 inhibitor	LMPTP inh	SUMO1 PPI mod	SKN-1 inh	STEP block	DNMT1 inh	MT1-MMP act inh	SMILES
-7	-4	i	-2	0.3	-23	27	-2	2	-1	CC1CCN(c2ccc(C(=O)N3CCOCC3)cc2[N+](=O)[O-])CC1
2	-3	i	-9	0.0	-3	-3	0	-1	1	CC(=O)N1CCSc2ccc(S(=O)(=O)NCCc3ccc(Cl)cc3)cc21
1	-3	i	-2	-2.6	3	-15	2	0	0	CC(C)C1N=C2c3ccccc3N=C(SCC#N)N2C1=O (stereo not drawn)

# The list goes on.
NRP1-CendR mod	NadD block	Rpn11 block	Scp-1 inhibitor	LMPTP inh	SUMO1 PPI mod	SKN-1 inh	STEP block	DNMT1 inh	MT1-MMP act inh	SMILES
-1	-6	i	1	0.8	4	16	2	1	4	O=C(C1CCCCC1)N1CCc2[nH]c3ccc(F)cc3c2C1
17	-3	i	-10	0.2	2	9	-1	-3	1	C[C@H](CO)NC(=O)[C@H](C)[C@H]1C[C@]1(C)[C@H](NC(=O)OCc1ccccc1)c1ccccc1
3	5	i	-1	1.0	-6	10	0	-1	3	Nc1c(N2CCCC2)c2ccccc2oc1=O
3	-5	i	-3	-2.0	-3	7	-3	2	0	COCCCn1c(-c2ccccc2)nc2ccccc2c1=O
0	-6	i	0	0.2	-17	2	-3	0	-2	Cc1cc(C(=O)OCC(=O)N2CCOCC2)ccc1[N+](=O)[O-]
8	11	i	-5	0.5	0	-8	1	8	4	O=C(Nc1nnc(-c2ccco2)o1)c1ccc2ccccc2c1
2	4	i	-8	4.0	-10	25	-2	-2	-1	O=S(=O)(N/N=C\C=C\c1ccccc1)c1ccc(Br)cc1
7	0	i	-8	-1.5	0	-1	-2	5	-8	CC(=O)Nc1c(Cl)cc(Cl)c2c1Cc1cc(Cl)ccc1-2
9	-1	i	-6	0.6	7	12	-5	-6	0	CC(=O)Nc1ccc(NC(=O)C(C)OC(=O)CSCc2cccc(Cl)c2)cc1 (stereo not drawn)
1	-3	i	-5	-1.1	-6	-2	-1	4	-1	O=C(Nc1ccc(F)cc1)c1nc(S(=O)(=O)Cc2ccccc2)ncc1Cl
6	10	i	-2	-1.8	2	2	3	27	2	COC(=O)c1c(NC(=O)CSc2ncnc3[nH]ncc23)sc2c1CCC2
10	5	i	0	-1.9	-20	-1	2	1	-2	CC1=NN(C(N)=S)C(=O)C1N=Nc1ccccc1C(=O)O (stereo not drawn)

# Next section:
NRP1-CendR mod	NadD block	Rpn11 block	Scp-1 inhibitor	LMPTP inh	SUMO1 PPI mod	SKN-1 inh	STEP block	DNMT1 inh	MT1-MMP act inh	SMILES
8	-3	i	2	3.9	-2	0	0	0	-2	CCN(CC)CCCNC(=O)C(C)n1c2ccccc2c2nc(=O)cc(C)n21 (stereo not drawn)
-6	0	i	4	9.3	-54	-8	3	10	0	CC[C@@H](C)[C@@H]1CN([C@@H](CN2CCC[C@H]2CN2C(N)=NC[C@@H]2Cc2ccccc2)C(C)C)C(=N)N1CCCC1CCCC1
-17	1	i	-6	1.5	3	19	0	-9	-1	COc1ccc(-c2csc(NC3CCCCC3)n2)c(OC)c1
3	1	i	23	4.6	-5	0	9	19	3	CC(C)CNC(=O)COC(=O)/C=C/c1ccco1
6	2	i	-5	-0.4	0	4	-2	0	3	CSc1nnc(C)c(=O)n1COC(=O)c1ccc(S(=O)(=O)N2CCCC2)cc1
-5	-3	i	0	0.4	-23	-11	-3	1	1	CC(C)CC(=O)NC(=S)NNC(=O)c1ccc([N+](=O)[O-])cc1
-12	5	i	-10	1.3	-2	-14	-1	3	7	COc1cccc(C(=O)Oc2ccc(/C=N/Nc3ccc(C(=O)O)cc3)cc2OC)c1
-7	-6	i	-8	4.3	-9	-7	2	4	-4	CCn1c(O)c(N=Nc2ccc(Cl)c(C(=O)O)c2)c2ccccc21

# Screening data from PubChem.
